# High-throughput results: PubChem BioAssay, several laboratories
# Spn PMK inh: S. pneumoniae PMK inhibitors, primary screen, biochemical, mevalonate pathway, pilot trial included; phosphomevalonate kinase (Streptococcus pneumoniae D39); 65,000 tested, 0.49% active; inhibition, % at 10 µM; purified PMK, PK/LDH-coupled NADH absorbance 340 nm;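 active = top-ranked compounds by inhibition in the single 10 µM screen, taking a fixed number of the strongest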;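 also: 0% = full reaction with DMSO carrier and 100% = background rate without enzyme reaction; no value below 0 was filed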
# LYP phosphatase: LYP phosphatase inhibitors, primary screen, biochemical, DiFMUP fluorescence, recombinant catalytic domain, 10 µM (AID 606); 52,000 tested, under 10 active; Tyrosine-protein phosphatase non-receptor type 22 (Homo sapiens); recombinant LYP catalytic domain, DiFMUP fluorescence; higher % means a stronger effect; one-dose inhibition, % at 10 µM; IC50 in µM for titrated hits;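 active = IC50 under 40 µM in the dose-response test; inactive = IC50 of 40 µM or more, or never dose-tested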
# Alkaline phosphatase: human TNAP enzyme inhibitors, biochemical, luminescent (AID 518) | 64,000 tested, 0.09% active | one-dose inhibition, % at 20 µM; IC50 in µM for titrated hits | Alkaline phosphatase, tissue-nonspecific isozyme (Homo sapiens) | purified TNAP enzyme, luminescent substrate readout; higher % means a stronger effect; in the data active = a potency from the dose series; inactive = the rest, 99 in 100 with inhibition below about 22%;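 also: plate controls were vehicle for no effect and reference inhibitor for full effect; many of its hits are not listed in these tables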
# HT1080 viability: cytotoxicity in HT1080 fibrosarcoma cells, cell-based, fluorescence readout (AID 620). 87,000 tested, 0.42% active. cytotoxicity, % at 10 µM; hits with a dose series show EC50 in µM. HT1080 viability, fluorescence; higher % means a stronger effect;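 also: cells exposed to compound overnight then 4 h with Alamar Blue; 0% = vehicle DMSO and 100% = killing control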
# Spn DPM-DC inh: S. pneumoniae DPM-DC inhibitors, primary screen, biochemical, PK/LDH-coupled NADH fluorescence; diphosphomevalonate decarboxylase (Streptococcus pneumoniae D39); purified DPM-DC; calls only at 10 µM; 65,000 tested, 0.49% active; AID 556, 2006;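 active = the 320 compounds with the highest percent inhibition in the single-dose primary screen, excluding strongly autofluorescent ones, cut at about 32% in these data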;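 also: kinetic rate of NADH fluorescence loss reporting ADP formed by the decarboxylase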
# HPDE-C7 viability: cytotoxicity in HPDE-C7 cells, cell-based, fluorescence, HTS (AID 430) | HPDE-C7 pancreatic duct cells viability, fluorescence; higher % means a stronger effect | cytotoxicity, % at 10 µM, or EC50 in µM where a hit was titrated | 63,000 tested, 1.8% active;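 also: cells exposed to compound for 48 hours before viability readout; 0% = vehicle and 100% = reference cytotoxic drug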
# KRASV12 cytotoxicity: cytotoxicity in KRAS-transformed pancreatic duct cells, primary screen, cell-based, fluorescence, HTS (AID 431) | HPDE-C7K KRASV12 cells, Alamar Blue viability, 48 h; higher % means a stronger effect | one-dose cytotoxicity, % at 10 µM; EC50 in µM for titrated hits | 63,000 tested, 1.7% active;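 active = compounds whose percent cytotoxicity in the single-dose primary screen, scaled between solvent and toxic-drug controls, exceeds 50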;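 also: 0% = DMSO solvent wells and 100% = doxorubicin-treated wells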
# Bfl-1 displacement: Bfl-1 inhibitors, primary screen, biochemical, fluorescence polarization, FITC-Bid, mouse (AID 432) | one-dose displacement, % at 20 µM; IC50 in µM for titrated hits | FITC-Bid BH3 peptide fluorescence polarization displacement; higher % means a stronger effect | 64,000 tested, 0.02% active; in the data active = a potency from the dose series; inactive = the rest, 99 in 100 with displacement below about 15%; also: strong numbers were not always called active
# MK inhibit: S. pneumoniae MK inhibitors, primary screen, biochemical, PK/LDH-coupled NADH absorbance; mevalonate kinase [Streptococcus pneumoniae D39]; purified MK, PK/LDH-coupled NADH absorbance 340 nm; inhibition, % at 10 µM; 65,000 tested, 0.48% active;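 active = ranked among the strongest by inhibition in the single 10 µM screen, a fixed top-ranked set picked for dose follow-up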; also: no value below 0 was filed
# Spn PMK inh pilot replicates: also measured in Spn PMK inh; calls as there; inhibition, %; measured here: pilot screen replicates
# MK inhibit pilot replicates: recorded beside MK inhibit, whose call it bears; inhibition, %; measured here: pilot screen replicates
# Spn DPM-DC inh pilot screen %: further read-out of Spn DPM-DC inh, marked with its call; inhibition, %; measured here: pilot screen trials
# Active calls of the source: *; i = inactive; x = no result given. Rule as the data show it, unless noted: active = cytotoxicity above about 50%; inactive = the rest.
SMILES,Spn PMK inh,LYP phosphatase,Alkaline phosphatase,HT1080 viability,Spn DPM-DC inh,HPDE-C7 viability,KRASV12 cytotoxicity,Bfl-1 displacement,MK inhibit,others
O=C(OCN1C(=O)c2ccccc2C1=O)c1cccs1,x,8.7%,-5.4%,1.1%,i,-8.5%,-13.5%,-9.4%,0.0,
N#Cc1c(C(F)(F)F)cc(C2CC2)[nH]c1=O,7.0,-6.3%,-2.4%,5.6%,x,-4.5%,6.0%,-1.9%,3.0,
CCOc1ccccc1-n1c(SCC(N)=O)nnc1-c1cccnc1,13.0,x,11.0%,7.9%,i,0.3%,-0.2%,-4.6%,0.0,
CCOC(=O)N1CCN(C(c2ccc(C(C)C)cc2)c2sc3nc(C)nn3c2O)CC1 (centres undefined),8.0,19.4%,4.0%,-2.4%,i,4.7%,-0.2%,4.1%,7.0,
O=C(O)c1ccc(NC(=O)C2CCCCC2)cc1,2.0,12.5%,-1.9%,2.6%,i,-16.0%,-2.6%,0.4%,5.0,
O=C(C1CC(c2ccc(F)cc2)=NO1)N1CCc2ccccc2C1 (centres undefined),1.0,4.2%,11.3%,-4.4%,i,-8.2%,-0.9%,-0.7%,5.0,
Cc1nc2ccc(S(=O)(=O)NCC(=O)NCCN3CCCCC3C)cc2s1 (centres undefined),8.0,12.1%,1.2%,3.5%,i,-5.8%,-0.2%,-1.9%,0.0,
COCC(=O)NC1CCN(C(=O)Nc2ccc(Br)cc2)CC1,9.0,x,5.6%,-3.0%,i,-8.9%,-6.6%,-3.8%,0.0,
Cc1nn(-c2nc3ccccc3s2)c(N)c1-c1ccc(Cl)cc1,2.0,x,x,-10.1%,i,x,x,x,2.0,
O=C(CNC(=O)c1ccco1)Nc1cc(Cl)ccc1N1CCOCC1,24.0,8.8%,7.4%,-12.2%,i,x,x,-0.5%,0.0,

# Structures shown so far that have fluorine, in the order listed:
SMILES,Spn PMK inh,LYP phosphatase,Alkaline phosphatase,HT1080 viability,Spn DPM-DC inh,HPDE-C7 viability,KRASV12 cytotoxicity,Bfl-1 displacement,MK inhibit,others
N#Cc1c(C(F)(F)F)cc(C2CC2)[nH]c1=O,7.0,-6.3%,-2.4%,5.6%,x,-4.5%,6.0%,-1.9%,3.0,
O=C(C1CC(c2ccc(F)cc2)=NO1)N1CCc2ccccc2C1 (centres undefined),1.0,4.2%,11.3%,-4.4%,i,-8.2%,-0.9%,-0.7%,5.0,

# Next records:
SMILES,Spn PMK inh,LYP phosphatase,Alkaline phosphatase,HT1080 viability,Spn DPM-DC inh,HPDE-C7 viability,KRASV12 cytotoxicity,Bfl-1 displacement,MK inhibit,others
Clc1ccc(Cn2nnc(-c3ccc(CN4CCOCC4)cc3)n2)cc1,13.0,x,0.8%,-11.0%,i,-26.4%,-37.9%,5.5%,14.0,
Cc1ccc(C2CCN(C(=O)Nc3ccccc3)C2)cc1 (centres undefined),19.0,10.9%,-3.6%,-7.4%,i,-15.3%,-13.6%,-12.9%,0.0,
CC(=O)Nc1ccc2oc(-c3ccccc3Br)nc2c1,5.0,x,6.6%,-1.4%,i,3.7%,13.2%,-6.1%,7.0,
COCC(=O)Nc1sc2c(c1C(=O)OC)CCCC2,0.0,5.8%,10.1%,-6.3%,i,-6.3%,-0.8%,1.0%,5.0,
c1ccc(-c2cc3c(nn2)CCc2nonc2-3)cc1,14.0,-0.7%,8.8%,3.7%,i,-8.4%,2.5%,-6.0%,10.0,Spn PMK inh pilot replicates=3.0;MK inhibit pilot replicates=11.0;Spn DPM-DC inh pilot screen %=3.5
O/N=C1\CC/C(=N\O)c2nn(-c3ccccc3Cl)nc21,7.0,-2.9%,-4.8%,32.2%,i,-3.2%,8.7%,5.5%,8.0,
COc1ccc(CN(CC(=O)NCC2CCCO2)C(=O)CNS(=O)(=O)c2ccc(C)cc2)cc1 (centres undefined),18.0,-0.3%,15.9%,-0.7%,i,5.7%,-1.9%,4.3%,3.0,Spn PMK inh pilot replicates=0.0;MK inhibit pilot replicates=0.0;Spn DPM-DC inh pilot screen %=0.0
CCOc1ccccc1N(CC(=O)OC)S(C)(=O)=O,7.0,-2.6%,4.5%,-5.6%,i,-12.7%,6.9%,-7.6%,7.0,
CCc1ccc(C(=O)NC2CCCCC2)s1,0.0,x,15.1%,6.1%,i,1.2%,5.6%,1.1%,7.0,Spn PMK inh pilot replicates=1.0;MK inhibit pilot replicates=0.0;Spn DPM-DC inh pilot screen %=0.0
O=C(CC1SC2=NCCN2C1=O)Nc1ccccc1 (centres undefined),0.0,11.2%,13.7%,9.6%,i,-3.1%,-4.5%,-7.4%,13.0,
CS(=O)(=O)N1CCCC(C(=O)NCc2ccco2)C1 (centres undefined),0.0,23.6%,10.0%,x,i,-13.5%,-5.8%,-5.9%,0.0,
Cc1ccccc1S(=O)(=O)Cc1ccc(C(=O)N2CC(C)CC(C)C2)o1 (centres undefined),8.0,3.2%,7.8%,-14.1%,i,3.0%,-5.6%,1.1%,1.0,
CC(C)CNC(=O)c1cccc(NC(=O)c2ccc(NC(=O)c3ccco3)cc2)c1,0.0,0.2%,6.7%,2.2%,i,5.8%,-4.8%,4.3%,6.0,
COc1cccc(-n2nnnc2SCC(=O)c2ccc(NC(C)=O)cc2)c1,0.0,-17.8%,-0.1%,0.2%,i,-10.7%,-13.6%,-6.7%,2.0,
COc1ccc(Br)cc1S(=O)(=O)N(CC(=O)N1CCOCC1)c1ccccc1,8.0,12.9%,7.0%,3.8%,i,-5.3%,-11.9%,-9.0%,6.0,
COCCn1nnnc1C(c1cc2cc(C)ccc2[nH]c1=O)N1CCN(C2CCCCC2)CC1 (centres undefined),11.0,x,9.4%,4.9%,i,-3.8%,-6.1%,-1.3%,10.0,
O=C(CSc1nnc(-c2cccnc2)n1C1CCCCC1)NC1CCCC1,10.0,7.2%,16.8%,-0.2%,i,0.7%,-20.2%,0.3%,16.0,
Cc1cccc(CSc2nnc(Cn3c(=O)sc4ccccc43)n2C)c1,5.0,9.7%,-1.2%,-4.0%,i,-6.1%,-17.0%,-2.5%,9.0,
CCC(C)n1c(C)nc2c(c1=O)c1nc3ccccc3nc1n2-c1ccc2c(c1)OCCO2 (centres undefined),6.0,7.8%,1.7%,-4.6%,i,x,x,-0.5%,11.0,
Cc1noc(/C=C/N(C)C)c1S(=O)(=O)N1CCCC(C(=O)NCc2ccccc2Cl)C1 (centres undefined),9.0,x,-2.7%,0.5%,i,-14.2%,3.0%,-2.3%,2.0,
Cc1cc(N2CCCc3ccccc32)n2ncnc2n1,13.0,7.3%,4.4%,3.4%,i,4.3%,-0.4%,4.8%,6.0,
Cn1c(/C(C#N)=C/C2CC=CCC2)nc2ccccc21 (centres undefined),15.0,x,6.2%,7.3%,i,4.4%,14.5%,-0.4%,4.0,
CCc1ccc(Nc2ncc3c(n2)CC(c2ccco2)CC3=O)cc1 (centres undefined),0.0,-6.2%,18.5%,-9.4%,i,-12.7%,-6.4%,-1.8%,7.0,
CCOC(=O)N1CCN(c2ncnc3c2oc2nc(CC(C)C)c4c(c23)CCC4)CC1,0.0,x,4.3%,x,i,12.5%,12.3%,-7.2%,0.0,
Cc1cc(-c2ccccc2)c(C#N)c(SCC(N)=O)n1,0.0,5.0%,4.0%,-8.8%,i,-2.1%,0.4%,-6.0%,1.0,
O=S(=O)(Nc1ccc2c(c1)OCCO2)c1cccc2cccnc12,18.0,8.5%,20.9%,10.7%,i,-0.7%,4.7%,-8.2%,7.0,
CCOc1ccc(N2CC(O)Cn3c2nc2c3c(=O)n(CCCc3ccccc3)c(=O)n2C)cc1 (centres undefined),6.0,7.6%,7.4%,7.9%,i,-13.8%,-14.1%,-10.0%,9.0,
COc1ccc(-c2cn3c(C)c(C(=O)N4CCN(c5ccccc5)CC4)sc3n2)cc1,12.0,12.0%,13.5%,x,i,12.8%,16.1%,2.2%,1.0,
Cc1noc(C)c1C(=O)N1CCN(c2ncccn2)CC1,0.0,-5.9%,6.1%,1.5%,i,3.6%,9.2%,-5.4%,4.0,
CC(=O)N1CCc2cc(S(=O)(=O)CCC(=O)Nc3ccc4c(c3)OCCO4)ccc21,4.0,7.9%,15.7%,-3.0%,i,-5.8%,-3.4%,-4.9%,10.0,
CCN(CCCNC(=O)C1CCN(S(=O)(=O)N2CCC3(CC2)OCCO3)CC1)c1ccccc1,0.0,7.7%,-7.5%,32.9%,i,-2.0%,4.0%,-7.9%,1.0,
CCn1cc(C(=O)N2CCOCC2)c(=O)c2cc(S(=O)(=O)N(C)C3CCCCC3)ccc21,8.0,x,14.1%,0.5%,i,-5.8%,-2.0%,6.0%,1.0,Spn PMK inh pilot replicates=5.5;MK inhibit pilot replicates=3.0;Spn DPM-DC inh pilot screen %=9.5
CSc1nc(N)nc(SC2C=CCCC2)c1C#N (centres undefined),0.0,-24.5%,8.9%,-2.1%,i,-7.2%,-2.8%,1.5%,3.0,
CC(C)Cc1cc(C(=O)NCc2ccco2)no1,0.0,3.7%,1.2%,-4.0%,i,-3.2%,-2.3%,-0.1%,13.0,

# Among those listed so far, six contain an aryl thioether with sulfur outside any ring.
SMILES,Spn PMK inh,LYP phosphatase,Alkaline phosphatase,HT1080 viability,Spn DPM-DC inh,HPDE-C7 viability,KRASV12 cytotoxicity,Bfl-1 displacement,MK inhibit,others
CCOc1ccccc1-n1c(SCC(N)=O)nnc1-c1cccnc1,13.0,x,11.0%,7.9%,i,0.3%,-0.2%,-4.6%,0.0,
COc1cccc(-n2nnnc2SCC(=O)c2ccc(NC(C)=O)cc2)c1,0.0,-17.8%,-0.1%,0.2%,i,-10.7%,-13.6%,-6.7%,2.0,
O=C(CSc1nnc(-c2cccnc2)n1C1CCCCC1)NC1CCCC1,10.0,7.2%,16.8%,-0.2%,i,0.7%,-20.2%,0.3%,16.0,
Cc1cccc(CSc2nnc(Cn3c(=O)sc4ccccc43)n2C)c1,5.0,9.7%,-1.2%,-4.0%,i,-6.1%,-17.0%,-2.5%,9.0,
Cc1cc(-c2ccccc2)c(C#N)c(SCC(N)=O)n1,0.0,5.0%,4.0%,-8.8%,i,-2.1%,0.4%,-6.0%,1.0,
CSc1nc(N)nc(SC2C=CCCC2)c1C#N (centres undefined),0.0,-24.5%,8.9%,-2.1%,i,-7.2%,-2.8%,1.5%,3.0,
